TrxR1 substrate: substrates of rat thioredoxin reductase 1; Potency, µM (highest dose often 114 µM), for inactives: top-dose activity change, negative = substrate turnover; O89049; 0.01% of 390,000 active; purified TrxR1 substrate turnover, NADPH consumption readout; further: potency means the concentration at half of the fitted maximal effect; on the % scale 0 is the no-effect control and ±100 the full control effect; nearly all actives have a fitted effect of over 50% in size
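Rat TrxR1, dispensed at 90 nM, was prereduced with 400 uM NADPH (final) for 5 min at ~22 deg C, then incubated with compound 15 min before 400 uM selenite. A first-read NADPH fluorescence drop versus no-compound background flagged substrates.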
TRHR ag: agonists of human TRH receptor. P34981. TRHR cells, calcium flux fluo-8, FDSS agonist mode. activation, % at 2 µM. 0.18% of 360,000 active. AID 493084; in the data active means activation above about 30%; further: 0% is about no effect
Target sequence (P34981 whole entry, looked up): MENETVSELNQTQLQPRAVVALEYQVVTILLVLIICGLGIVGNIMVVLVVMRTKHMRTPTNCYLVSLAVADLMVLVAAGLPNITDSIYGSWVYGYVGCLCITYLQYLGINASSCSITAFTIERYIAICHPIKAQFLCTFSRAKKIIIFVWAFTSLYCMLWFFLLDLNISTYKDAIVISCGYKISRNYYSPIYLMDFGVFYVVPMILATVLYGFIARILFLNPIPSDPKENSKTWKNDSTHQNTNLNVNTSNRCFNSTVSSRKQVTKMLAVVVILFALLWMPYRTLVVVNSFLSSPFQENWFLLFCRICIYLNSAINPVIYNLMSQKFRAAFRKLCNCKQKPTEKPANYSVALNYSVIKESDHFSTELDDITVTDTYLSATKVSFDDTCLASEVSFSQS
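In this calcium-flux screen, cells bearing human TRHR are dye-loaded with fluo-8, baselined for 10 cycles, then exposed to library compounds; positive kinetic calcium responses during the agonist phase mark hits, with TRH as control.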
USP1 inh: blocks the human USP1/UAF1 deubiquitinase complex; O94782; recombinant USP1/UAF1, Ub-Rhodamine cleavage fluorescence; Potency, µM (series often up to 57.1 µM), without a hit: at the top dose activity change, negative = inhibition, usual class: inhibitors; 0.23% of 390,000 active; AID 743255; further: potency means the concentration at half of the fitted maximal effect; on the % scale 0 is the no-effect control and ±100 the full control effect; nearly all actives have a fitted effect of over 60% in size; inactives centre near -12
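USP1/UAF1 complex (1 nM) preincubated 15 min at room temperature with compound, then Ub-Rho substrate (150 nM final) added. Kinetic fluorescence at 480/540 nm over 6 reads at 60 s intervals; 50 mM HEPES pH 7.8, 0.5 mM EDTA, 0.1 mg/ml BSA, 1 mM TCEP, 0.01% Tween-20.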
rTrxR1 inhibitor: rat TrxR1 inhibition; O89049; recombinant rTrxR1, NADPH fluorescence consumption, selenite substrate; Potency, µM (highest dose often 114 µM), without a hit: at the top dose activity change, negative = inhibition, most hits filed as inhibitors; 1% of 390,000 active; further: potency means the concentration at half of the fitted maximal effect; on the % scale 0 is the no-effect control and ±100 the full control effect; nearly all actives have a fitted effect of over 65% in size
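Rat TrxR1 (90 nM in the dispensed reagent) was pre-reduced with 400 uM NADPH for 5 min at room temperature, then incubated with compound for 15 min. After 400 uM selenite was added, NADPH fluorescence (Ex 340/Em 450 nm) was followed for 8 min.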
D2 antagonist: D2 dopamine receptor (human) antagonism; P14416; HEK293 TREx D2 cells, calcium flux, dopamine EC80; inhibition, % at 10 µM; 2% of 340,000 active; AID 485344; in the data active means inhibition above about 30%; further: 0% is about no effect
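Dopamine at EC80 is the agonist stimulus; test compounds precede it by 180 s. Calcium flux read kinetically in a force-coupled, inducible HEK293 T-REx D2 cell line.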
Pin1 inhibitor: inhibitors of human Pin1; Q13526; AID 504891; Pin1 FP peptide displacement, HiFluor488, 10 min; Potency, µM (highest dose often 115 µM), for inactives: top-dose activity, negative = inhibition, usual class: inhibitors; 0.009% of 390,000 active; active means well fitted inhibition curve with a large enough effect in the polarisation, with a control signal flat, not every such curve was filed as active; inconclusive means small, poorly fitted or top-dose-only effect, or effect the other way, or a change in a side signal; inactive means no such curve, though single readings can be large or run the other way; the % refers to the polarisation; further: potency means the concentration at half of the fitted maximal effect; on the % scale 0 is the no-effect control and ±100 the full control effect
Target sequence (Q13526 whole entry, looked up): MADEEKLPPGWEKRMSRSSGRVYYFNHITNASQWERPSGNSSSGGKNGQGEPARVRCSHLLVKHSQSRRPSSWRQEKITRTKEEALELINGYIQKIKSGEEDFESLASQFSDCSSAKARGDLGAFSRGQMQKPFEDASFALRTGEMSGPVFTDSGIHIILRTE
mIDH1 inhibitor: inhibitors of human mutant IDH1 R132H. 0.093% of 390,000 active. AID 602179. IDH1-R132H enzyme, NADPH consumption, diaphorase/resazurin fluorescence. Potency, µM (top dose mostly 76.6 µM), for the others: top-dose activity change, negative = inhibition, actives largely listed as inhibitors. O75874; further: potency means the concentration at half of the fitted maximal effect; on the % scale 0 is the no-effect control and ±100 the full control effect; nearly all actives have a fitted effect of over 65% in size
Target sequence (O75874 whole entry R132H, stated change not applied): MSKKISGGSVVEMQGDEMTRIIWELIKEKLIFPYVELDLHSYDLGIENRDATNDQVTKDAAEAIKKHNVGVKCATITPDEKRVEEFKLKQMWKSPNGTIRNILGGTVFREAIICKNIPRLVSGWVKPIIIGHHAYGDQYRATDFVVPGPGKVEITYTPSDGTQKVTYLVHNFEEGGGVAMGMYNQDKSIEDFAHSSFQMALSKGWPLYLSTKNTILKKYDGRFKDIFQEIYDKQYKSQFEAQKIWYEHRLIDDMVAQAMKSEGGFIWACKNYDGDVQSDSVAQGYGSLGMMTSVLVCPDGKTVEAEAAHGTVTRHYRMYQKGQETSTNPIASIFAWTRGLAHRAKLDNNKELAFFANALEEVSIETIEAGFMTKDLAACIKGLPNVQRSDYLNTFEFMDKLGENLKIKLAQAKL
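IDH1-R132H (0.5 ug/mL) preincubated 30 min with compound, then NADPH (0.016 mM) and alpha-KG (2 mM) added; 80 min at RT, pH 7.5. Remaining NADPH coupled via diaphorase/resazurin to fluorescence (540/590 nm); concentration-response curves normalized to no-enzyme control.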
TRHR PAM: allosterically enhances the human TRH receptor. AID 493056. 0.66% of 360,000 active. enhancement, % at 2 µM. P34981. TRHR cells, fluo-8 calcium fluorescence, EC20 TRH enhancement; in the data active means enhancement above about 30%; further: 0% is about no effect
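TRHR-expressing cells loaded with fluo-8 calcium dye were read kinetically (ex 480/em 530) during compound addition, then stimulated with an EC20 of TRH (10 nM final). Enhancement of the Gq-mediated intracellular calcium response was scored.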
D2 ag: activates the human D2 dopamine receptor; P14416; HEK293 T-REx D2 cells, calcium flux agonist mode; 0.53% of 340,000 active; activation, % at 2 µM; AID 485358;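 active means activation over 3 SD above normal in the single-dose calcium agonist read, cut at about 30% in these data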; further: 0% is about no effect
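In this primary screen, compounds producing a positive calcium signal within 180 s of addition to tetracycline-induced, force-coupled HEK293 Trex D2 cells are flagged; cells are dye-loaded with a no-wash calcium kit beforehand.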
* marks the source's active call; other numbers are inactive results; ? = inconclusive; · = not tested or not shown; & = joins results of further samples; [ ] = dose if it differs, or a comment. Unless noted, the call rests on the fitted dose curve; in most records, active means well fitted inhibition curve with a large enough effect; inconclusive means small, poorly fitted or top-dose-only effect; inactive means no such curve, though single readings can be large or run the other way. A portion of the library, so the mix of outcomes need not match the whole.

Sample of the layout:
SMILES	TrxR1 substrate	TRHR ag	USP1 inh	rTrxR1 inhibitor	D2 antagonist	Pin1 inhibitor	mIDH1 inhibitor	TRHR PAM	D2 ag
COc1ccc([N+](=O)[O-])cc1Nc1ncnc2ccccc12	4%	-0.2	-6%	11%	-13	5%	0%	5	-0.2
O=C(C1CCCO1)N1CCN(Cc2nc3ccccc3c(=O)[nH]2)CC1 (stereo unspecified)	9%[57.1 µM]	-0.4	-17%	?	1	-6%	1%	11	-2.5
COc1ccccc1NC(=O)CSc1nc2[nH]ncc2c(=O)[nH]1	-2%[57.1 µM]	-0.1	-16%	-5%[57.1 µM]	14	2%	-5%	2	0.2

This part in full, previewed entries included:
SMILES	TrxR1 substrate	TRHR ag	USP1 inh	rTrxR1 inhibitor	D2 antagonist	Pin1 inhibitor	mIDH1 inhibitor	TRHR PAM	D2 ag
COc1ccc([N+](=O)[O-])cc1Nc1ncnc2ccccc12	4%	-0.2	-6%	11%	-13	5%	0%	5	-0.2
O=C(C1CCCO1)N1CCN(Cc2nc3ccccc3c(=O)[nH]2)CC1 (stereo unspecified)	9%[57.1 µM]	-0.4	-17%	?	1	-6%	1%	11	-2.5
COc1ccccc1NC(=O)CSc1nc2[nH]ncc2c(=O)[nH]1	-2%[57.1 µM]	-0.1	-16%	-5%[57.1 µM]	14	2%	-5%	2	0.2
CCOc1ccc(-c2cn3c(n2)sc2cc(C(=O)NCCc4ccc(OC)cc4OC)ccc23)cc1	49%[activator]	0.6	3%	26%	·	37%[activator]	0%	6	0.5
Cc1nc2scc(C)n2c(=O)c1S(=O)(=O)N1CCN(c2ccc([N+](=O)[O-])cc2)CC1	-9%	1.0	-15%	-7%	-5	-7%	7%	6	0.3
COc1cc(NC(=S)NCc2ccc(S(N)(=O)=O)cc2)cc(OC)c1	11%[57.1 µM]	0.1	-8%	27%[57.1 µM]	-2	-5%	11%	3	0.2
O=c1[nH]cnc(O)c1C(c1ccc2c(c1)OCO2)c1c(O)nc[nH]c1=O	2%	0.3	-20%	-1%	3	0%	-2%	1	-0.7
Cc1cc(NC(=O)CSc2nnnn2-c2ccc(F)cc2)no1	-1%	-0.4	-8%	7%	6	4%	-10%	-4	-0.7
Cn1c(/C=C/c2cccc([N+](=O)[O-])c2)nc2ccccc2c1=O	1%[57.1 µM]	-0.2	-25%	10%	9	3%	9%	-1	-0.4
C=CCC[C@@H](Cc1ccc(F)cc1)C(=O)OC[C@@H](Cc1c[nH]c2ccccc12)NC(=O)[C@@H](CC=C)CC(=O)NCCO	-3%	·	-23%	-6%	·	4%	3%	·	·
COC(=O)/C=C(\C)NC(=O)c1cccs1	3%	-0.1	-10%	5%	20	-1%	9%	2	0.4
CCCCc1cc(=O)oc2c(CN(C)C)c(O)ccc12	·	0.0	2%	?	5	5%	8%	0	0.9
COc1cccc(OC)c1OCC(O)CN1CCN(c2ccccc2)CC1 (stereo unspecified)	6%	-0.4	-14%	16%	115*	3%	9%	5	78*
COc1ccc(N(CC(=O)N/N=C(\C)c2ccc(C)cc2)S(=O)(=O)c2ccccc2)cc1	3%[57.1 µM]	0.3	-19%	6%[57.1 µM]	-29	-3%	3%	-1	2.0
COc1cnc(-c2ccccc2)nc1Oc1cccc(C)c1	-3%	0.0	-2%	-3%[57.1 µM]	14	5%	4%	59*	0.4
COc1ccc(C)cc1NS(=O)(=O)c1ccc2c(c1)oc(=O)n2C	1%	0.1	-9%	16%	-2	-2%	-1%	-2	-1.8
CCCCN(CC)S(=O)(=O)c1c(C)[nH]c(=O)[nH]c1=O	3%	0.3	-16%	11%	-21	-5%	-8%	-5	1.6
Cc1ccc(CN2C(=O)c3ccccc3Sc3ccc(C(=O)NCc4ccco4)cc32)cc1	-2%[57.1 µM]	0.4	4%	10%[57.1 µM]	·	4%	-19%	-5	0.2
COc1cccc2cc(-c3ccccc3)c(=O)oc12	6%	-1.0	-16%	10%	-26	-6%	24%	2	-4.5
O=C(N/N=C/c1cccnc1)NC12CC3CC(CC(C3)C1)C2	-17%[57.1 µM]	0.9	-2%	22%[57.1 µM]	-26	-3%	11%	8	-0.4
O=C1CCN(Cc2ccccc2)CCN1[C@H](CO)c1ccccc1	-5%&-2%&4%	0.1	19%	9%&9%&18%	6	-4%	-2%	-5	0.4
Cc1cccc(NC(=O)NC2COc3ccccc3C2)c1C (stereo unspecified)	-2%[57.1 µM]	-0.4	1%	18%[57.1 µM]	·	-1%	3%	2	·
O=S(=O)(CCNC1CC1)NC1CCCCC1	4%	·	-24%	6%	·	1%	1%	·	·
CCOC(=O)C1CCCN(Cc2cc(=O)oc3cc(C)c(C)cc23)C1 (stereo unspecified)	6%[57.1 µM]	-0.3	?	18%[57.1 µM]	-17	0%	4%	2	2.4
C=CCOc1ccc2c(OC)c3ccoc3nc2c1OC	137%[activator]	-0.3	-6%	7%	-11	?	4%	1	-0.4
CCOC(=O)n1cc(C(=O)c2ccccc2O)cn1	-3%	0.6	-9%	-1%	1	3%	1%	-1	-0.3
Nc1nonc1C(=O)NCCN=Cc1ccccc1O	-5%	-0.2	-11%	-7%	19	-1%	0%	1	0.6
CCOc1ccc(Nc2cc(C)nc3ccc(C)cc23)cc1	-16%[57.1 µM]	·	-4%	16%[57.1 µM]	·	-8%	5%	·	·
CCN(CCn1cccn1)Cc1c(C(=O)N2CCCCCCC2)nc2ccc(Cl)cn12	-1%	0.3	-7%	7%	23	4%	11%	-4	-0.8
O=C1NC(=S)SC1=C1CCCC1	-11%	0.5	-12%	?	·	·	4%	8	·
Cc1ccccc1Nc1c(-c2cccnc2)nc2ccc(Cl)cn12	3%	-1.3	-11%	-3%	·	?	-13%	-3	-1.2
O=C(CCC1CCCC1)NNC(=O)c1cc2ccccc2cc1O	-5%[57.1 µM]	0.3	-12%	0%[57.1 µM]	0	7%	-10%	-1	0.3
C=CCOc1c2ccc(C(=O)NCc3ccccc3OC)cc2nn1C	15%	0.0	-8%	3%	1	-1%	-3%[38.3 µM]	2	-0.1
O=C(CN1CCN(S(=O)(=O)/C=C/c2ccccc2)CC1)Nc1ccccc1N1CCOCC1	0%	0.1	-10%	16%	-16	16%	3%	-8	1.0
Cc1nc(=S)c2ccccc2[nH]1	-7%	-0.5	-16%	-25%	3	-5%	2%	8	0.0
O=C(Nc1ccc(F)cc1)c1cccnc1	2%	-0.2	-22%	6%	-7	-1%	2%	24	0.3
O=C(CCNC(=O)Cn1ccc2ccccc2c1=O)NCCc1ccccc1Cl	2%	0.0	-11%	1%	-8	5%	8%	-1	-2.2
CC(OC(=O)CCC(=O)c1ccccc1)C(=O)Nc1ccc(F)cc1 (stereo unspecified)	1%	-1.2	-22%	1%	-2	-1%	1%	-3	0.2
COCCN(C(=O)CSc1nc2ccccc2o1)c1c(N)n(Cc2ccccc2)c(=O)[nH]c1=O	10%	-0.4	-15%	31%[activator]	-5	3%	7%	-2	0.4
Cc1ccc(NC(=S)NNc2ccc(C(=O)O)cc2[N+](=O)[O-])cc1C	11%[57.1 µM]	·	-4%	-5%[57.1 µM]	·	-9%	16%	·	·
C/C(=N\NC(=O)c1cccc(Cl)c1)c1cccc(NC(=O)c2ccco2)c1	-4%	0.8	-17%	3%	-6	2%	2%	-3	2.6
COc1cc(-c2noc(-c3ccc(N4CCOCC4)c([N+](=O)[O-])c3)n2)cc(OC)c1OC	-2%	0.6	-18%	-23%	·	1%	14%	-6	3.3
O=C(NCCN1CCOCC1)c1ccc(CS(=O)(=O)c2ccc(Cl)cc2)o1	8%	0.0	-5%	3%[57.1 µM]	10	4%	2%	0	1.9
COc1ccc(OC(C)C(=O)NCc2nc(-c3ccc(Cl)cc3)no2)cc1 (stereo unspecified)	1%	1.4	-5%	2%	·	0%	-11%	11	0.7
COCCCNC(=O)CCCn1c(=O)c2ccccc2n(CC(=O)Nc2c(C)cccc2C)c1=O	-1%	0.3	-12%	8%[57.1 µM]	8	-5%	2%	0	0.2
CCc1ccc(CC)c(S(=O)(=O)Nc2ccc(C(=O)O)c(O)c2)c1	5%	-1.3	-4%	8%	-21	-16%	12%	2	3.9
O=c1oc2c(CN3CCOCC3)c(O)ccc2c2c1CCCC2	·	-0.3	-1%	?	0	1%	17%	6	-0.4
CCOc1cc(/C=N/NC(=O)COc2ccc(Cl)cc2)ccc1OS(=O)(=O)c1ccccc1	-2%[57.1 µM]	-0.9	-10%	34%[57.1 µM]	-16	1%	-7%	15	-1.4
Cc1ccc(-c2cc(NC(=O)CCl)n(-c3ccccc3)n2)cc1	2%	-0.3	-24%	35µM*	-2	-5%	5%	1	-0.3
CC/C(=N\N=C1\SC(C)C(=O)N1Cc1ccco1)c1ccccc1 (stereo unspecified)	0%[57.1 µM]	0.2	-3%	-12%[57.1 µM]	-9	0%	2%	0	-1.1
O=C(O)c1ccc2nc(C(F)(F)F)[nH]c2c1	0%	0.1	-25%	5%	-6	?	-3%	-3	0.7
Oc1c(Cl)cc(Cl)cc1/C=N/c1ncn[nH]1	8%[57.1 µM]	4.3	-10%	-6%[57.1 µM]	-8	-16%	-4%	-6	0.2
OC(CNCCc1ccccc1)c1ccccc1 (stereo unspecified)	13%	0.0	-19%	10%	-3	-10%	-4%	8	-0.2
CN(c1ccccc1)S(=O)(=O)c1cccc(NC(=O)CC(C)(C)C)c1	-5%	0.4	-20%	5%	-6	4%	5%	-3	-0.8
COc1ccc(CNC(=O)C(=O)NCC(c2ccco2)S(=O)(=O)c2ccc(Cl)cc2)cc1 (stereo unspecified)	7%[57.1 µM]	0.5	-7%	5%[57.1 µM]	·	4%	0%	-6	0.8
CCc1cc(=O)oc2c(C)c(OCC(=O)NCCCn3ccnc3)ccc12	22%	-0.2	-32%	5%	9	0%	-4%	7	-0.3

Source: PubChem BioAssay
